EPAC1 ag – qHTS for Agonist of cAMP-regulated guanine nucleotide exchange factor 3 (EPAC1): primary screen. EPAC1 agonist qHTS, biochemical assay; response scale: 100% = response to 6.5 mM cAMP. Potency, µM (doses to about 154 µM), for inactives: top-dose activation, usual class: activators. 360,000 tested, 0.073% active. AID 720707, 2013; also: potency is read from the fitted curve at half-maximal effect; nearly all actives have a fitted effect of over 60% in size
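EPAC1 100 nM, Rap1B–BODIPY-GDP 250 nM, unlabeled GDP 50 uM; compound titration; 5 min RT; kinetic read ex480/em540 at 5-min intervals ×30 min; data normalized to 6.5 mM cAMP agonist control.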
PLK1 PBD block – qHTS for Inhibitors of PLK1-PDB (polo-like kinase 1 - polo-box domain): Primary Screen. Plk1 PBD binding of FITC phosphopeptide, fluorescence polarization. Potency, µM, for inactives: max response, negative = inhibition, actives largely listed as inhibitors. 360,000 tested, 2.8% active; also: potency is read from the fitted curve at half-maximal effect; series mostly up to about 57 µM; % is scaled to controls: 0 for no effect and ±100 for the full control effect; nearly all actives have a fitted effect of over 65% in size
IL-2 act – qHTS of IL-2 Activators; IL-2 activation reporter assay, cell-based qHTS; stimulated with anti-CD3/CD4/CD28 beads; in transgenic mouse T cells; activation, % (series mostly up to about 46 µM); 360,000 tested, 0.065% active; AID 652025, 2013; in the data active = activation above about 50%; inconclusive = mostly about 30% to 49%; also: 0% is about no effect
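Readout: EGFP and DsRed signals by fluorescent plate cytometry. Unstimulated transgenic mouse T cells received compound 60 min before antibody-bead stimulation, then incubated 18 h at 37 degrees C.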
GLP-1R inv ag – qHTS of GLP-1 Receptor Inverse Agonists (Inhibition Mode). Glucagon-like peptide 1 receptor (Homo sapiens), P43220. HEK293 GLP-1R CRE-luciferase, luminescence, 24 h; GLP-1R form is constitutively active. Potency, µM (top dose mostly 38.3 µM), for inactives: at the highest dose activity change, negative = inhibition, most hits filed as inhibitors. 410,000 tested, 1.6% active; also: potency is read from the fitted curve at half-maximal effect; % is scaled to controls: 0 for no effect and ±100 for the full control effect; nearly all actives have a fitted effect of over 55% in size
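Readout was luciferase luminescence, measured 12 min after detection reagent at room temperature. Beforehand, GLP-1R reporter HEK293 cells had sat 12 h, then received compounds for 24 hr at 37 deg C.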
EPAC1 antagonist – qHTS for Antagonist of cAMP-regulated guanine nucleotide exchange factor 3 (EPAC1): primary screen. Rap guanine nucleotide exchange factor 3 (Homo sapiens), O95398. EPAC1 GEF assay, Rap1b-BODIPY-GDP exchange fluorescence. Potency, µM (titrated, usually from 115 µM), without a hit: at the highest dose activity change, negative = inhibition, actives largely listed as inhibitors. 360,000 tested, 0.14% active. AID 720709, 2013;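 also: potency is read from the fitted curve at half-maximal effect; plate controls were vehicle for no effect and positive control for full effect; nearly all actives have a fitted effect of over 50% in size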
PI5P4Ka inh – qHTS for Inhibitors of phosphatidylinositol 5-phosphate 4-kinase (PI5P4K). 330,000 tested, 1.2% active. Phosphatidylinositol 5-phosphate 4-kinase type-2 alpha (Homo sapiens), P48426. max response, %. PI5P4Kalpha enzyme, ADP-Glo luminescence, 60 min; active compounds read low; active = max response of -50% or lower; inconclusive = between -30% and -50%; inactive = -30% or higher; also: value at the top dose of about 77 µM; % is scaled to controls: 0 for no effect and ±100 for the full control effect
Target sequence (P48426 whole entry, looked up): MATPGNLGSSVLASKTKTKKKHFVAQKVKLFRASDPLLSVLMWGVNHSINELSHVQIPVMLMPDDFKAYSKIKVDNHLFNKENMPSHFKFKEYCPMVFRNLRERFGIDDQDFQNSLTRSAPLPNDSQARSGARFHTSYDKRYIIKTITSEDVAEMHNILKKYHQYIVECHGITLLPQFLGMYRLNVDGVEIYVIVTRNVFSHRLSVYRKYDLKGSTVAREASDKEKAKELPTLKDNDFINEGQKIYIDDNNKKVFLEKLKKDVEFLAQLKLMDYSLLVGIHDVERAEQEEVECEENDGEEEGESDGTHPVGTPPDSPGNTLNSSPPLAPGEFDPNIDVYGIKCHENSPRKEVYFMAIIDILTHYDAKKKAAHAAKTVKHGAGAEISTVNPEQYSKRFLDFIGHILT
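Human PI5P4Kalpha with substrate in 0.038 M HEPES pH 7.4, 0.28 mM EGTA, 0.1% CHAPS, 5% DMSO; reaction started with 5 microM ATP (final), 60 min at room temperature. ADP formed read by ADP-Glo luminescence.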
PTHR1 ag – qHTS for PTHR1 Agonists: Primary Screen; Parathyroid hormone/parathyroid hormone-related peptide receptor (Homo sapiens), Q03431; HEK293 GP2 PTHR1 cells, GloSensor cAMP luminescence, 1 h; Potency, µM (highest dose often 115 µM), for inactives: at the highest dose activation, most hits filed as activators; 410,000 tested, 0.075% active; also: potency is read from the fitted curve at half-maximal effect; nearly all actives have a fitted effect of over 55% in size; some results filed as inactive show a strong effect at the top dose; inactives centre near -15; many of its hits are not listed in these tables
Target sequence (Q03431 whole entry, looked up): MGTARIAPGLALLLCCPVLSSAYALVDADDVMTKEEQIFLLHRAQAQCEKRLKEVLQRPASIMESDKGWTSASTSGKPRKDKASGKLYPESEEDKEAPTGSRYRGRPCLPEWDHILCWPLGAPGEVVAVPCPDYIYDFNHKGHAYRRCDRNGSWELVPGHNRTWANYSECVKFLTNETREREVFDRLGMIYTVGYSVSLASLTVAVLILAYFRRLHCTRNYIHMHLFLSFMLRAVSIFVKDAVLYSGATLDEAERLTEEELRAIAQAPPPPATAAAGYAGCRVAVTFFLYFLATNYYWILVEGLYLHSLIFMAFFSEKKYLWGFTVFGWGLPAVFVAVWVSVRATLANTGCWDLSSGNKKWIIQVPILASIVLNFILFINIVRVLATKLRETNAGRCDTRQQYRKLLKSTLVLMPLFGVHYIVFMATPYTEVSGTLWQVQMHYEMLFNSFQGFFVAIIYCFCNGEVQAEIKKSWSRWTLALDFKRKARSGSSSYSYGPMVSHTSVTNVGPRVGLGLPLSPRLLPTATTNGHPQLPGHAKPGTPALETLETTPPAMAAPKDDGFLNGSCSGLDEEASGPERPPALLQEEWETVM
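HEK-293-derived GP2 cells expressing PTHR1 and a GloSensor cAMP reporter, 3,000/well, plated overnight, given luciferin plus IBMX (each 0.5 mM as added) for 1 h at 37 °C, then compound for 1 h at 37 °C. Luminescence was read after 15 min at room temperature.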
GLP1R ag – qHTS of GLP-1 Receptor Agonists; Glucagon-like peptide 1 receptor (Homo sapiens), P43220; HEK293 GLP-1R CRE-luciferase, luminescence, 4-6 h; cells express a hypersensitive GLP-1R form; Potency, µM (series often up to 45.6 µM), for the others: at the highest dose activation, actives largely listed as activators; 380,000 tested, 0.007% active; also: potency is read from the fitted curve at half-maximal effect; % of control where 0% means no effect
GLP1R cytotox – qHTS of GLP-1 Receptor Inverse Agonists: Cytotox Screen; HEK293 cAMP-luciferase reporter cells, luminescence, 24 h; 410,000 tested, 0.13% active; Potency, µM (titrated, usually from 38.3 µM), for the others: at the top dose activity change, negative = inhibition, actives largely listed as inhibitors;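 also: loss of luciferase light is scored as toxicity; potency is read from the fitted curve at half-maximal effect; % is scaled to controls: 0 for no effect and ±100 for the full control effect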
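To flag toxic compounds, the library was rerun on cells for 24 hr at 37 deg C and 5% CO2. Viability-linked luminescence was captured 12 min after adding luciferase detection reagent.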
An asterisk follows results filed as active; i = inactive; u = inconclusive; x = no result given; & = joins results of further samples; [ ] = remark or other dose. Unless noted, calls follow the shape of the dose curve; as a rule, active = well fitted curve in the direction sought with a large enough effect; inconclusive = small, poorly fitted or top-dose-only effect, or another doubt; inactive = no such curve, though single readings can be large; an effect the other way counts as inactive or inconclusive. These rows are one share of the data, so the mix of outcomes need not match the whole.

SMILES | EPAC1 ag | PLK1 PBD block | IL-2 act | GLP-1R inv ag | EPAC1 antagonist | PI5P4Ka inh | PTHR1 ag | GLP1R ag | GLP1R cytotox
O=C(CSc1nnc(-c2ccncc2)n1-c1ccc(F)cc1)NNC(=O)c1cccc(O)c1 | 5% | -8% | 1.3 | 1% | 25% | 0 | 25% | -1% | 15%[1.53 µM]
CCn1c(SCC(=O)N2CCc3ccccc32)nc2c(c1=O)SC(C)C2 (configuration not stated) | 9% | -24% | -3.7 | -11% | -3% | -4 | -25% | -1% | -2%
C=Cc1ccc(Cn2nc(-c3ccc(C)cc3)ccc2=O)cc1 | 19% | -8% | 0.2 | u | -10% | 19 | -16%&-26% | u | 0%&-4%
OC(COCC(F)(F)C(F)(F)C(F)(F)C(F)F)Cn1c2ccccc2c2ccccc21 (configuration not stated) | -13% | -9% | -1.1 | u | u | 2 | i | -20% | u
CC1CC(C)(C)CC2(C1)NC(=O)N(CC(=O)NCC(c1ccco1)N1CCCCC1)C2=O (configuration not stated) | -3% | -29% | 2.6 | -13% | 10% | 4 | i | 3% | -8%
O=C(COC(=O)c1ccc(F)cc1F)Nc1cccnc1Cl | 2% | 2% | 0.4 | 3% | 8% | 1 | -22% | 3% | 3%
O=c1ccn([C@@H]2O[C@H](CNCc3c(OCc4ccccc4F)ccc4ccccc34)[C@@H](O)[C@H]2O)c(=O)[nH]1 | -7% | 1% | 0.6 | u | 1% | 3 | -18% | 8% | 2%
O=C(CSc1nnc(Cc2ccsc2)o1)c1ccccc1 | 5% | -4% | 1.7 | u | -6% | 2 | i | 13% | -11%
N=C(N)c1ccc(/C=C/c2ccc(C(=N)N)cc2O)cc1 | 4% | 0% | 0.6 | 14% | -3% | -19 | -22% | 12%&-3% | 8%
CC1CCN(S(=O)(=O)c2ccc(S(=O)(=O)NCC(=O)C(C)(C)C)cc2)CC1 | 4% | -11% | 2.7 | 7% | 3% | x | -9% | 15% | -5%
COc1cccc(C(C)=C2SC(=S)NC2=O)c1 | 2% | u | -2.8 | 0% | -27% | -71* | -7% | 3% | -8%
CCc1ccc(N2C(=O)CC(c3cc(OC)ccc3OC)C3=C2COC3=O)cc1 (configuration not stated) | x | x | x | -1% | x | x | -66%[inhibitor] | -2% | 2%
O=C(Nc1cccc(F)c1)NC1(C(=O)NCC2CCCO2)CCCCC1 (configuration not stated) | -3% | -1% | 1.0 | 16% | 5% | -6 | -1% | 1% | -4%
CCC(=O)Nc1c(C(=O)Nc2cccc(OC)c2)oc2ccccc12 | 0% | -5% | -1.1 | 5% | -8% | x | i | 5% | 1%
O=c1c2ccccc2nc2n1C(CSCc1ccccc1)CS2 (configuration not stated) | 7% | -8% | -0.5 | -38% | 4% | 4 | -16% | 12% | 6%
CCN(CC)S(=O)(=O)c1cc(C(=O)OCC(=O)Nc2cccc(C)c2C)ccc1F | -2% | u | 0.0 | -1% | -16% | 3 | i | 1% | 1%
NC(=O)c1cccc(-c2coc3c(C(=O)NCc4cccnc4)cccc23)c1 | -10% | -11% | -0.4 | -2% | -9% | 18 | -21% | 17% | -3%
Cc1ccc(S(=O)(=O)CNC(=S)c2cccc(Cl)c2)cc1 | -8% | u | -0.1 | u | -13% | -12 | -11% | -5% | u
O=C(/C=C/c1ccc2c(c1)OCCO2)c1ccc(O)cc1 | 8% | -1% | 3.8 | u | -21% | -20 | -21% | 1% | -52%
COc1ccc(NS(=O)(=O)c2cc(NC(=O)c3ccc(F)cc3)ccc2OC)cc1 | 9% | -8% | -0.7 | u | -7% | 6 | -25% | -2% | -13%

Continued, starting with the last two of the part before.
SMILES | EPAC1 ag | PLK1 PBD block | IL-2 act | GLP-1R inv ag | EPAC1 antagonist | PI5P4Ka inh | PTHR1 ag | GLP1R ag | GLP1R cytotox
O=C(/C=C/c1ccc2c(c1)OCCO2)c1ccc(O)cc1 | 8% | -1% | 3.8 | u | -21% | -20 | -21% | 1% | -52%
COc1ccc(NS(=O)(=O)c2cc(NC(=O)c3ccc(F)cc3)ccc2OC)cc1 | 9% | -8% | -0.7 | u | -7% | 6 | -25% | -2% | -13%
O=C(CSc1nc2ccccc2s1)N1CCN(C(=O)c2ccco2)CC1 | -9% | u | 0.2 | -4% | 21% | -21 | i | -3% | -11%
CCOC(=O)CC1COCCN1C(=O)c1cc(COc2ccc(F)c(F)c2)on1 (configuration not stated) | -6% | -2% | 0.2 | u | 5% | 14 | -7% | 7% | -1%
COc1ccc(CCNC(=O)c2nnn(CC(=O)Nc3cccc(F)c3)c2N)cc1OC | 22% | 16% | 9.0 | 55%[activator] | -23% | 8 | i | 8% | 2%
CCOC(=O)c1ccccc1NC(=O)COC(=O)C1CC(=O)N(CCc2ccccc2)C1 (configuration not stated) | -1% | -1% | -5.5 | 7% | 6% | -5 | i | -3% | -6%
CCOc1ccccc1NC(=O)CN1C(=O)CC(c2ccc(OC)c(OC)c2)Sc2ccccc21 (configuration not stated) | x | x | x | 0% | x | x | -33%[inhibitor] | 19% | -10%
CCN(CC)S(=O)(=O)c1cccc(NC(=O)COC(=O)/C=C/c2ccco2)c1 | 3% | -6% | -1.7 | -6% | -2% | -11 | i | -12% | -1%
Cc1nnc(SCC(=O)NC2(C#N)CCCCC2)n1N | 3% | -13% | -0.8 | 22% | -8% | -6 | -16% | 1% | 8%
Cn1c(=O)c2ccccc2n(CC(=O)Nc2ccc3c(c2)OCCO3)c1=O | 4% | -11% | -3.1 | -23% | -14% | 4 | -47%[inhibitor] | 6% | -12%
COC(=O)c1ccc(Oc2nc(NC(C)C)nc(N(C)C)n2)cc1 | -1% | -4% | -3.3 | -21% | -4% | 2 | -25% | -10% | 0%
CCc1ccccc1N(C)C(=O)c1cc2c(=O)oc3ccccc3c2s1 | x | x | x | u | x | x | -39%[inhibitor] | 2% | 3%
CCOC(=O)N1CCc2c(sc(NC(=O)CN3CCN(C)CC3)c2C(=O)Nc2ccccc2)C1 | 3% | -10% | -4.1 | 3% | -6% | 0 | i | 9% | 4%
O=C(CC1Sc2ccccc2NC1=O)c1ccc(Br)cc1 (configuration not stated) | 1% | -17% | -2.5 | -5% | -3% | 9 | -14% | -4% | 7%
CCC1=NN(C(=O)c2ccc(Cl)cc2)C(O)(c2ccccc2)C1 (configuration not stated) | 14% | -14% | -0.5 | u | -7% | 1 | -19% | 0% | -20%
Cc1c(C(=O)N(Cc2nnc(-c3ccccc3Cl)o2)C2CC2)oc2ccccc12 | 1% | 1% | -0.5 | u | -1% | -3 | i | 16% | -36%
O=C(NNC(=O)C1CCN(S(=O)(=O)c2cccc(Cl)c2)CC1)C1CC1 | 9% | -13% | -2.0 | 1% | -16% | 1 | i | 11% | 5%
COc1ccc(OC)c(/C=N/c2oc(-c3ccco3)c(-c3ccco3)c2C#N)c1 | 14% | -12% | 1.2 | 39%[activator] | -20% | -79* | i | 2% | 6%
O=C(Nc1cccc(S(=O)(=O)NC2=NCCCCC2)c1)c1cc(-c2ccncc2)nc2ccccc12 | 5% | -2% | -3.1 | 5% | -3% | 0 | i | 10% | -6%
N#Cc1ccc(C2=CC(=O)C[C@H](c3ccc(F)cc3)C2)cc1 | -4% | u | -1.9 | u | 0% | -3 | -8% | 8% | 7%
COc1ccccc1NC(=O)CN1CCN(c2ccccc2)CC1 | 6% | -12% | 1.6 | u | -22% | 2 | -25% | 0% | 1%
COc1ccccc1C(=O)NCC[N+](C)(C)C | -19% | 1% | 0.0 | 10% | -4% | -1 | -21% | -3% | -1%
COc1ccc(/C=N/NS(=O)(=O)c2ccccc2)cc1OC(=O)c1ccc(C)cc1 | 11% | -10% | -4.0 | 0% | -9% | 1 | -16% | 5% | -4%
C/C(=N/NS(=O)(=O)c1ccc(Br)cc1)c1cccc(NC(=O)C2CC2)c1 | 6% | 4% | 0.4 | u | -3% | 2 | -25% | 6% | 5%
CCOc1cccc(-c2nnc(SCC(=O)Nc3cccc(OC)c3)n2N)c1 | 0% | -1% | -1.9 | u | -1% | x | i | 6% | -18%

Complete entries from above.
CCOC(=O)N1CCc2c(sc(NC(=O)CN3CCN(C)CC3)c2C(=O)Nc2ccccc2)C1 as listed: EPAC1 ag = 3%; PLK1 PBD block = -10%; IL-2 act = -4.1; GLP-1R inv ag = 3%; EPAC1 antagonist = -6%; PI5P4Ka inh = 0; PTHR1 ag = i; GLP1R ag = 9%; GLP1R cytotox = 4%
CCOC(=O)CC1COCCN1C(=O)c1cc(COc2ccc(F)c(F)c2)on1 (configuration not stated) as listed: EPAC1 ag = -6%; PLK1 PBD block = -2%; IL-2 act = 0.2; GLP-1R inv ag = u; EPAC1 antagonist = 5%; PI5P4Ka inh = 14; PTHR1 ag = -7%; GLP1R ag = 7%; GLP1R cytotox = -1%

Assay outcomes from PubChem.
